MmCpn inh = Inhibitors of TCP-1 ring complex (TRiC) of Methanococcus maripaludis (MmCpn): qHTS; Chaperonin Mm-Cpn (Methanococcus maripaludis); purified Mm-Cpn ATPase, ADP Transcreener TR-FRET; Potency, µM (top dose mostly 76.9 µM), for inactives: at the top dose activity, negative = inhibition, actives largely listed as inhibitors; hit rate 0.031% among 330,000; also: potency is read from the fitted curve at half-maximal effect; % is scaled to controls: 0 for no effect and ±100 for the full control effect; nearly all actives have a fitted effect of over 80% in size
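TR-FRET (320 nm excitation; 590 and 665 nm emission) reports ADP made from 10 uM ATP by 25 nM enzyme; compounds were preincubated 10 min, reaction run 30 min, both at 37°C.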
GLP-1R inv ag = qHTS of GLP-1 Receptor Inverse Agonists (Inhibition Mode) | HEK293 GLP-1R CRE-luciferase, luminescence, 24 h; GLP-1R form is constitutively active | Glucagon-like peptide 1 receptor (Homo sapiens), P43220 | Potency, µM (highest dose often 38.3 µM), without a hit: at the top dose activity change, negative = inhibition, most hits filed as inhibitors | AID 624417, 2012 | hit rate 1.6% among 410,000; also: potency is read from the fitted curve at half-maximal effect; % is scaled to controls: 0 for no effect and ±100 for the full control effect; nearly all actives have a fitted effect of over 55% in size
Target sequence (P43220 whole entry, looked up): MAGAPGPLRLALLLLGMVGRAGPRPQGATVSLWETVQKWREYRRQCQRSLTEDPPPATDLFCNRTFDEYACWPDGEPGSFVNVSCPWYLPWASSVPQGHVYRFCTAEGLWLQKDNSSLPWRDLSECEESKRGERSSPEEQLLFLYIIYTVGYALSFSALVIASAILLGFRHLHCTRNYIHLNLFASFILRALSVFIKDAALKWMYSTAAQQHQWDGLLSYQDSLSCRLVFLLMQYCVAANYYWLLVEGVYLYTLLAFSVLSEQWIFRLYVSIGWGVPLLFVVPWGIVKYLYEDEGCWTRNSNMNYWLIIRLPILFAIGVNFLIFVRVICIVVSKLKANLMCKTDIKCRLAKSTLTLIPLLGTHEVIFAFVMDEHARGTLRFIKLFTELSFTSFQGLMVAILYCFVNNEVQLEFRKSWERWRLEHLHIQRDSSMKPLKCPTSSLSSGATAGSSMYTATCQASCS
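Luminescence readout: a drop in cAMP-driven luciferase signal flags inverse agonism at a constitutively active GLP-1R stably expressed in HEK293. Compound exposure lasted 24 hr at 37 deg C, 5% CO2.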
FUS suppressor = qHTS for Suppressors of FUS Proteinopathy: Primary screen using FUS-linked yeast assay. S. cerevisiae FUS-expressing, growth rescue, OD600, 24 h. Potency, µM (series often up to 76.6 µM), inactives show top-dose growth rescue (activation), usual class: activators. hit rate 0.24% among 390,000. AID 1347120, 2019;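 also: potency is read from the fitted curve at half-maximal effect; plate controls were DMSO vehicle for no effect and reference control for full effect; nearly all actives have a fitted effect of over 55% in size; some results filed as inactive show a strong effect at the top dose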
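FUS-expressing yeast, raffinose-pregrown, induced in 2% galactose minimal medium at OD 0.005; compounds in a dilution series, 24hr at 30C. Growth restoration read as absorbance at 600 nm. CP55940 positive control, DMSO negative.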
HEK293 tox = qHTS of GLP-1 Receptor Inverse Agonists: Cytotox Screen. HEK293 cAMP-luciferase reporter cells, luminescence, 24 h. Potency, µM (top dose mostly 38.3 µM), for the others: top-dose activity change, negative = inhibition, hits mostly inhibitors. hit rate 0.13% among 410,000;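 also: loss of luciferase light is scored as toxicity; potency is read from the fitted curve at half-maximal effect; % is scaled to controls: 0 for no effect and ±100 for the full control effect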
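Here, cytotoxicity is scored as loss of luminescence. The MLSMR collection was tested on cells seeded in medium containing 10% Nu serum, with a 24 hr compound exposure preceded by 12 hours of culture.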
TDP43 rescue = qHTS of TDP-43 Inhibitors; TDP-43 expressing yeast growth rescue, BacTiter-Glo, 24 h; Potency, µM (top dose mostly 46.1 µM), for inactives: top-dose growth rescue (activation), usual class: activators; hit rate 1.8% among 410,000; AID 652104, 2013; also: potency is read from the fitted curve at half-maximal effect; % of control where 0% means no effect; nearly all actives have a fitted effect of over 50% in size
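Yeast expressing TDP-43 (pregrown in raffinose, seeded at OD600=0.02 in galactose medium) exposed to compounds 24 hr at 30 deg C. Growth read by BacTiter-Glo luminescence; rescue of toxicity appears as increased signal.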
Akt phos inh = HTS Assay for Inhibitors of Akt Phophorylation: Primary Screen; activity change, % for hits at 50 µM; AID 651550, 2012; Neuro2A IGF-stimulated pAkt S473 HTRF, 20 min; active compounds read low; hit rate 0.32% among 360,000; in the data active = activity change below about -80%; inconclusive = mostly about -51% to -80%; also: % is scaled to controls: 0 for no effect and ±100 for the full control effect
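Neuro2A cells in DMEM with 0.5% FBS, overnight at 37 deg C, given compound at single 50 µM final, then IGF (6 nM final) for 20 min at 37 deg C. Lysed; phospho-Akt Ser473 by HTRF after 24 h, 665/615 ratio.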
Abeta yeast res = qHTS for compounds that reverse cellular toxicity of Amyloid beta (A-beta) peptide in yeast: Primary Screen. yeast expressing A-beta42, growth rescue, OD600, 48 h; response scale: 0% DMSO, 100% iron-clioquinol control. Potency, µM (titrated, usually from 46.1 µM), inactives show at the highest dose growth rescue, most hits filed as activators. hit rate 0.063% among 410,000; also: potency is read from the fitted curve at half-maximal effect; nearly all actives have a fitted effect of over 55% in size
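Yeast growth medium received pinned compounds, then yeast cells expressing toxic A-beta were added; plates incubated at 30 C for 48 hr. Growth read as absorbance at 600 nm, normalized to DMSO and equimolar FeCl3 plus clioquinol controls.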
PTHR1 ag = qHTS for PTHR1 Agonists: Primary Screen; Parathyroid hormone/parathyroid hormone-related peptide receptor (Homo sapiens), Q03431; HEK293 GP2 PTHR1 cells, GloSensor cAMP luminescence, 1 h; Potency, µM (doses to about 115 µM), inactives show at the highest dose activation, actives largely listed as activators; hit rate 0.075% among 410,000; AID 743266, 2014; also: potency is read from the fitted curve at half-maximal effect; nearly all actives have a fitted effect of over 55% in size; some results filed as inactive show a strong effect at the top dose; inactives centre near -15; many of its hits are not listed in these tables
Target sequence (Q03431 whole entry, looked up): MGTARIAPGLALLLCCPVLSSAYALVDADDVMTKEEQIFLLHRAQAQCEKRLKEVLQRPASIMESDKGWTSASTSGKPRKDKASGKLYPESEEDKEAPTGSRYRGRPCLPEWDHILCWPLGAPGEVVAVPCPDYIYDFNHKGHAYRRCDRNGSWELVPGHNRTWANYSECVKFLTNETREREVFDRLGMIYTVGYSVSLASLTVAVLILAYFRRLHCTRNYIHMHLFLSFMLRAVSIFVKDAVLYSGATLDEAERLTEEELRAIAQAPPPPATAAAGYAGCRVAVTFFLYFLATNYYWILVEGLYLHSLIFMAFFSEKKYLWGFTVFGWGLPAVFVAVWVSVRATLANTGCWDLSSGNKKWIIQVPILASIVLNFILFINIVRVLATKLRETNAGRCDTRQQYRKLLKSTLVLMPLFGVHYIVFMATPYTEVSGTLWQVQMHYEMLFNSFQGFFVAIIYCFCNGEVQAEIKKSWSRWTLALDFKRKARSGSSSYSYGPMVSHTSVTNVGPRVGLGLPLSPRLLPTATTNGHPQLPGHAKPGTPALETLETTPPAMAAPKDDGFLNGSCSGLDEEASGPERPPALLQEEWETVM
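HEK-293-derived GP2 cells expressing PTHR1 and a GloSensor cAMP reporter, 3,000/well, plated overnight, given luciferin plus IBMX (each 0.5 mM as added) for 1 h at 37 °C, then compound for 1 h at 37 °C. Luminescence was read after 15 min at room temperature.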
aSyn rescue = qHTS of alpha-syn Inhibitors | Yeast expressing alpha-synuclein, growth rescue, BacTiter-Glo, 24 h | Potency, µM (top dose mostly 46.1 µM), for the others: at the top dose growth rescue (activation), most hits filed as activators | hit rate 0.14% among 370,000 | AID 652106, 2013; also: potency is read from the fitted curve at half-maximal effect; % of control where 0% means no effect; nearly all actives have a fitted effect of over 65% in size
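Screening used galactose-induced yeast with toxic alpha-synuclein levels, exposed to compound for 24 hr at 30 deg C. Cell growth, read with BacTiter-Glo luminescence, gave the measured signal.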
* marks the source's active call; other numbers are inactive results; [ ] = dose if it differs, or a comment. Unless noted, calls follow the shape of the dose curve; as a rule, active = well fitted curve in the direction sought with a large enough effect; inconclusive = small, poorly fitted or top-dose-only effect, or another doubt; inactive = no such curve, though single readings can be large; an effect the other way counts as inactive or inconclusive.

Screening COc1cc(OC)c(NC(=O)c2noc3c2CSc2ccccc2-3)cc1Cl returned GLP-1R inv ag -12%, FUS suppressor 3%, HEK293 tox 1%, TDP43 rescue -1%, Abeta yeast res -8% and PTHR1 ag inconclusive.
Screening CC(C)(C)c1ccc(NC(=O)C(=O)C2C(=O)Nc3ccccc32)cc1 (configuration not stated) returned MmCpn inh -3%, GLP-1R inv ag -4%, FUS suppressor -9%, HEK293 tox 5%, TDP43 rescue 16%, Akt phos inh inactive, Abeta yeast res -10%, PTHR1 ag -33%[inhibitor] and aSyn rescue 0%.
COc1ccc(Br)c2c1-c1nc(NC(=O)c3ccccc3F)sc1C2 was read as GLP-1R inv ag 3%, FUS suppressor inconclusive, HEK293 tox 2%, TDP43 rescue -12%, Abeta yeast res -19% and PTHR1 ag -4%.
Cc1ccc(NC(=O)c2c(C)noc2C)cc1S(=O)(=O)N1CCOCC1 was read as MmCpn inh -1%, GLP-1R inv ag 0%, HEK293 tox -8%, TDP43 rescue 2%, Akt phos inh inactive, Abeta yeast res -1%, PTHR1 ag -6% and aSyn rescue 1%.
`O=C(O)c1cc(Br)ccc1NN=C1CCCCC1` gave MmCpn inh -1%, GLP-1R inv ag 19%, FUS suppressor 3%, HEK293 tox 1%, TDP43 rescue -10%, Akt phos inh inactive, Abeta yeast res 2%, PTHR1 ag inactive and aSyn rescue -2%.
Screening Cc1ccc(C(=O)Nc2ccc(S(=O)(=O)Nc3ncccn3)cc2)cc1[N+](=O)[O-] returned MmCpn inh 1%, GLP-1R inv ag 14%, FUS suppressor -23%, HEK293 tox 18%, TDP43 rescue -8%, Akt phos inh inactive, Abeta yeast res -17%, PTHR1 ag -2% and aSyn rescue -22%.
`Cc1cc(C)cc(OCC(=O)N2CCCCCC2)c1` gave MmCpn inh 0%, GLP-1R inv ag -7%, FUS suppressor 6%, HEK293 tox 0%, TDP43 rescue -23%, Akt phos inh inactive, Abeta yeast res -7%, PTHR1 ag -7% and aSyn rescue 10%.
For Cc1ccc(S(=O)(=O)N2CCN(S(=O)(=O)N3CCOCC3)CC2)cc1 the results were MmCpn inh -3%, GLP-1R inv ag 6%, FUS suppressor 42%, HEK293 tox 0%, TDP43 rescue -19%, Abeta yeast res -9%, PTHR1 ag 14%[57.5 µM] and aSyn rescue 0%.
For CCOCCCNC(=O)Cn1ncc2c([nH]c3ccc(C)cc32)c1=O the results were GLP-1R inv ag -5%, FUS suppressor -10%, HEK293 tox 8%, TDP43 rescue 4%, Abeta yeast res -12% and PTHR1 ag inconclusive.
Screening CCOC(=O)C(CCCCC(NC(C)=O)(C(=O)OCC)C(=O)OCC)(NC(C)=O)C(=O)OCC returned MmCpn inh 0%, GLP-1R inv ag 1%, FUS suppressor -19%, HEK293 tox -3%, TDP43 rescue 21%, Akt phos inh inactive, Abeta yeast res 3%, PTHR1 ag -1% and aSyn rescue 5%.
`COc1ccc(/C=N\NC(=O)c2ccc(-c3ccccc3)cc2)cc1COC(C)=O` gave MmCpn inh 0%, GLP-1R inv ag inconclusive, FUS suppressor 19%, HEK293 tox 1%, TDP43 rescue -2%, Akt phos inh inactive, Abeta yeast res -13%, PTHR1 ag inactive and aSyn rescue 2%.
`CCc1ccc(NC(=O)C2CCCN(c3nn4cc(-c5ccc(OC)cc5)nc4s3)C2)cc1` (configuration not stated) gave GLP-1R inv ag 12%, FUS suppressor inconclusive, HEK293 tox -4%, TDP43 rescue 10%, Abeta yeast res -6% and PTHR1 ag -4%.
`COc1ccc(C(=O)N2CCCCC2c2cc(C(=O)Nc3ccc(F)c(Cl)c3)no2)cc1` (configuration not stated) gave GLP-1R inv ag inconclusive, FUS suppressor inconclusive, HEK293 tox -14%, TDP43 rescue -27%, Akt phos inh inactive, Abeta yeast res -11%, PTHR1 ag -22% and aSyn rescue inconclusive.
For COc1ccc(CCNC(=O)C2CCN(S(=O)(=O)N3CCC(C)CC3)CC2)cc1OC the results were MmCpn inh 1%, GLP-1R inv ag 7%, FUS suppressor 0%, HEK293 tox -3%, TDP43 rescue 1%, Akt phos inh inactive, Abeta yeast res 1%, PTHR1 ag -12% and aSyn rescue -1%.
For COc1ccc(S(=O)(=O)c2c(Nc3c(C)cccc3C)sc(C(=O)c3ccc(F)cc3)c2N)cc1 the results were GLP-1R inv ag inconclusive, FUS suppressor 28%, HEK293 tox inconclusive, TDP43 rescue 5%, Abeta yeast res 5% and PTHR1 ag -1%.
Screening CCOC(=O)C(=O)c1csc(NC(=O)COc2ccc(N(C)S(=O)(=O)c3ccc(F)cc3)cc2)n1 returned MmCpn inh -1%, GLP-1R inv ag -14%, FUS suppressor inconclusive, HEK293 tox 5%, TDP43 rescue 5%, Akt phos inh inactive, Abeta yeast res 2%, PTHR1 ag -6%[57.5 µM] and aSyn rescue -2%.
`COc1cc(OC)c(OC)cc1/C=C/c1nc2cc3ccccc3cc2c(=O)n1-c1ccc(F)c(Cl)c1` gave GLP-1R inv ag inconclusive, FUS suppressor 37%, HEK293 tox -8%, TDP43 rescue 21%, Abeta yeast res 2% and PTHR1 ag -76%[inhibitor].
NC(=O)N/N=C/c1sc(N2CCCCC2)nc1-c1cccs1 was read as GLP-1R inv ag 28%, FUS suppressor 20%, HEK293 tox -3%, TDP43 rescue -16%, Akt phos inh inactive, Abeta yeast res -24%, PTHR1 ag inactive and aSyn rescue 0%.
For O=C(O)Cc1nc(-c2cccnc2)sc1-c1ccc(Br)cc1 the results were MmCpn inh -11%, GLP-1R inv ag 27%, FUS suppressor 26%, HEK293 tox -8%, TDP43 rescue -14%, Akt phos inh inactive, Abeta yeast res 14%, PTHR1 ag 2% and aSyn rescue 8%.
O=C(O)CCCC(=O)Nc1ccc(OCc2nc3ccccc3s2)cc1 was read as MmCpn inh -6%, GLP-1R inv ag -1%, FUS suppressor 12%, HEK293 tox 1%, TDP43 rescue -86%[inhibitor], Akt phos inh inactive, Abeta yeast res 19%, PTHR1 ag inactive and aSyn rescue -1%.

Next section, overlapping the part above by 2 compounds.
For O=C(O)Cc1nc(-c2cccnc2)sc1-c1ccc(Br)cc1 the results were MmCpn inh -11%, GLP-1R inv ag 27%, FUS suppressor 26%, HEK293 tox -8%, TDP43 rescue -14%, Akt phos inh inactive, Abeta yeast res 14%, PTHR1 ag 2% and aSyn rescue 8%.
O=C(O)CCCC(=O)Nc1ccc(OCc2nc3ccccc3s2)cc1 was read as MmCpn inh -6%, GLP-1R inv ag -1%, FUS suppressor 12%, HEK293 tox 1%, TDP43 rescue -86%[inhibitor], Akt phos inh inactive, Abeta yeast res 19%, PTHR1 ag inactive and aSyn rescue -1%.
For COC(=O)NCc1ccc(CNC(=O)OC)cc1 the results were MmCpn inh 0%, GLP-1R inv ag 8%, FUS suppressor -24%, HEK293 tox 32%[activator], TDP43 rescue -6%, Akt phos inh inactive, Abeta yeast res -4%, PTHR1 ag -8%[57.5 µM] and aSyn rescue -5%.
COc1ccc(NC(=O)N(Cc2cc3cc(C)ccc3[nH]c2=O)CC2CCCO2)cc1 (configuration not stated) was read as MmCpn inh 1%, GLP-1R inv ag -20%, FUS suppressor 11%, HEK293 tox -22%, TDP43 rescue -7%, Akt phos inh inactive, Abeta yeast res 6%, PTHR1 ag inactive and aSyn rescue 2%.
Screening O=C(NCC(=O)N1CCCCCCC1)c1ccco1 returned MmCpn inh -2%, GLP-1R inv ag 10%, FUS suppressor -20%, HEK293 tox -5%, TDP43 rescue 8%, Akt phos inh inactive, Abeta yeast res 9%, PTHR1 ag -12% and aSyn rescue 1%.
For CCc1nnc(NC(=O)C(NS(=O)(=O)c2ccccc2)C(C)C)s1 (configuration not stated) the results were GLP-1R inv ag -5%, FUS suppressor -13%, HEK293 tox -4%, TDP43 rescue -3%, Akt phos inh inactive, Abeta yeast res 8%, PTHR1 ag inactive and aSyn rescue -5%.
O=[N+]([O-])c1ccc(CSc2ccccn2)cc1 was read as MmCpn inh -1%, GLP-1R inv ag 0%, FUS suppressor 3%, HEK293 tox -4%, TDP43 rescue inconclusive, Akt phos inh inactive, Abeta yeast res 1%, PTHR1 ag -36%[inhibitor] and aSyn rescue 9%.
CCOc1ccc(-c2cn3c(n2)sc2cc(C(=O)NC(C)C45CC6CC(CC(C6)C4)C5)ccc23)cc1 (configuration not stated) was read as GLP-1R inv ag 2%, FUS suppressor -24%, HEK293 tox -6%, TDP43 rescue 15%, Abeta yeast res -10% and PTHR1 ag inconclusive.
Screening Cc1cc(C)c(C)c(S(=O)(=O)N2CCC(C(=O)N3CCCCCCC3)CC2)c1C returned MmCpn inh 2%, GLP-1R inv ag inconclusive, FUS suppressor 2%, HEK293 tox 5%, TDP43 rescue inconclusive, Akt phos inh inactive, Abeta yeast res -14%, PTHR1 ag -12% and aSyn rescue -2%.

Screening data from PubChem.

Some of the compounds tested; rates above refer to the full screens.
